Screens (PubChem BioAssay)
inhibitors of VEEV – inhibitors of VEEV TC-83 cytopathic effect, confirmation, Vero cells (AID 588727). Vero cells, VEEV TC-83 cytopathic effect inhibition; higher % means a stronger effect. inhibition, % at 20 µM; hits with a dose series show IC50 in µM. 0.13% of 350,000 active; in the data active = a potency from the dose series; inconclusive = inhibition mostly from about 14% at the one dose, without a potency; inactive = the rest, 99 in 100 with inhibition below about 12%; also: strong numbers were not always called active
Salmonella PhoP GFP – Inhibition of PhoP regulon, Salmonella typhi GFP reporter cells, confirmation, 4 h (AID 1850) | 0.33% of 310,000 active | Salmonella Typhi PhoP-promoter GFP reporter, fluorescence, 4 h; higher % means a stronger effect | inhibition, % at 50 µM; hits with a dose series show IC50 in µM; in the data active = a potency from the dose series; inconclusive = inhibition mostly from about 25% at the one dose, without a potency; inactive = the rest, 99 in 100 with inhibition below about 19%;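 also: 0% = induced wells with vehicle and 100% = uninduced wells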
influenza NS1A – NS1A inhibition, H1N1 influenza, cell based functional assay (AID 504329) | NS1A functional cell-based assay, percent inhibition; higher % means a stronger effect | inhibition, % at 12.5 µM, or IC50 in µM where a hit was titrated | 0.3% of 340,000 active; in the data active = a potency from the dose series; inconclusive = inhibition above about 27% without an active follow-up result; also: strong numbers were not always called active
tuberculosis growth – growth inhibition of non-replicating M. tuberculosis (AID 488890); Mycobacterium tuberculosis non-replicating, growth inhibition; higher % means a stronger effect; one-dose inhibition, % at 25 µM; IC50 in µM for titrated hits; 0.39% of 320,000 active; in the data active = a potency from the dose series; inconclusive = inhibition mostly from about 82% at the one dose, without a potency; inactive = the rest, 99 in 100 with inhibition below about 76%;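 also: plate controls were DMSO cells for no effect and high antibiotic wells for full effect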
M. tuberculosis HTS – M. tuberculosis growth inhibition, HTS (AID 449762); M. tuberculosis H37Rv growth inhibition, 7H9 media; higher % means a stronger effect; inhibition, % at 25 µM, or IC50 in µM where a hit was titrated; 0.59% of 330,000 active; in the data active = a potency from the dose series; inconclusive = inhibition above about 70% without an active follow-up result;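 also: bacterial growth assessed after seven days of incubation; strong numbers were not always called active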
inhibitors of VEEV 10K pilot screen – also measured in inhibitors of VEEV; calls as there; inhibition, %; measured here: 10K pilot screen inhibition
The depositor's hits bear a star; i = inactive; ? = inconclusive; / = not tested or not shown.

SMILES	inhibitors of VEEV	Salmonella PhoP GFP	influenza NS1A	tuberculosis growth	M. tuberculosis HTS	others
Cc1ccccc1NC(=O)Nc1ccccc1C(N)=O	0.7%	-5%	5%	-13%	2%
Cc1noc(/C=C/N(C)C)c1S(=O)(=O)N1CCCC(C(=O)Nc2ccc(F)cc2F)C1 (centres undefined)	1.9%	-2%	-6%	5%	6%
Cc1ccn2c(C=O)c(-c3ccc(F)cc3)c(C=O)c2c1	2.2%	-1%	-2%	39%	1%
CSC1=NCCN1C(=O)c1ccco1	2.9%	-9%	-3%	-16%	-13%
CC(=O)O[C@@H]1CC[C@]2(C)C3CC[C@@]4(C)C(C[C@@H](O)[C@@H]4O)C3[C@@H](OC(C)=O)C[C@H]2C1 (some centres undefined)	0.4%	/	8%	10%	6%
CCC(CC)NC(=O)Cc1ccc(F)cc1	i	7%	-1%	-22%	-4%
CC(C)n1c(SCc2cc(=O)[nH]c3ccccc23)nc2c1c(=O)n(C)c(=O)n2C	1.1%	1%	-1%	-4%	3%
CSc1ccc(CNC(=O)c2ccc(NC(=O)C3=CSCCO3)cc2)cc1	0.7%	-7%	4%	69%	0.66µM*
O=C(NCCc1ccccc1F)C1CCC(=O)N(Cc2ccc(Cl)cc2)C1 (centres undefined)	i	-17%	-10%	5%	8%
Cc1cc(C)c2c(N)c(C(=O)NN3CC(=O)N(c4ccccc4F)CC3=O)sc2n1	4.3%	-8%	-18%	-1%	-3%
COc1ccc(/C=C/C(=O)Nc2ccc3nc4n(c(=O)c3c2)CCCC4)cc1	2.9%	-3%	-14%	24%	-2%
COc1ccc(S(=O)(=O)N2CCCCC2)cc1NC(=O)[C@@H]1CCCN1C(=O)c1cccs1	6.3%	/	-4%	6%	-6%
CC1(C)Cc2c(sc(NC(=O)C(=O)N3CCN(CCO)CC3)c2C(N)=O)CO1	i	-7%	1%	-8%	-4%
CCC(=O)N1CCC2(CC1)Oc1ccc(F)cc1C(=O)C21CC(c2ccccc2)=NO1 (centres undefined)	4.8%	-1%	4%	20%	7%
O=C(c1ccc(CS(=O)(=O)Cc2ccc(Cl)cc2)o1)N1CCCC1	i	-2%	2%	-1%	-4%
Cc1cc(C)c2c(N)c(C(=O)Nc3ccc(C)c(C)c3)sc2n1	8.6%	-5%	-16%	-11%	0%
CCc1cccc(CC)c1NC(=O)COC(=O)c1ccc(F)c(S(=O)(=O)N(CC)CC)c1	i	-7%	-9%	-9%	9%
COC(=O)c1ccc(CSc2ccc3nnc(-c4ccc(F)cc4)n3n2)o1	2.3%	2%	0%	-14%	16%
Cc1cccc(N(CC(=O)NC2CCCCC2)C(=O)Cn2nnc(-c3ccc(C)o3)n2)c1	6.6%	-25%	0%	22%	1%
C=CCOC(=O)CCC(=O)Nc1cc(OC)nc(OC)n1	1.1%	0%	11%	5%	-4%

Continued; the last 2 above are carried over.
SMILES	inhibitors of VEEV	Salmonella PhoP GFP	influenza NS1A	tuberculosis growth	M. tuberculosis HTS	others
Cc1cccc(N(CC(=O)NC2CCCCC2)C(=O)Cn2nnc(-c3ccc(C)o3)n2)c1	6.6%	-25%	0%	22%	1%
C=CCOC(=O)CCC(=O)Nc1cc(OC)nc(OC)n1	1.1%	0%	11%	5%	-4%
O=S(=O)(c1ccc2nc(-c3ccco3)c(-c3ccco3)nc2c1)N1CCOCC1	0.6%	-6%	10%	-15%	-8%
CN(C(=O)CCNC(=O)Cn1cnc2ccccc2c1=O)c1ccccc1F	2.5%	6%	0%	-2%	-1%
COc1ccc(-c2[nH]nc3c2C(c2ccc(OC(=O)N4CCOCC4)cc2)C(C#N)=C(N)O3)cc1 (centres undefined)	/	2%	/	13%	-1%
CCCOc1ccc(N2C(=O)CC(NNC(=O)c3ccc(COc4ccccc4)o3)C2=O)cc1 (centres undefined)	2.7%	-7%	-1%	43%	3%
O=C(Cc1ccsc1)NNC(=O)c1ccccc1O	1.2%	10%	0%	-3%	2%
COc1ccc(/C=C2\SC(=O)N(CC(=O)NCCCn3ccnc3)C2=O)cc1	0.3%	2%	-2%	8%	4%
CC(=O)Nc1cccc(NC(=O)COc2ccc3c(c2)CCC3)c1	0.9%	/	7%	70%	-5%
Cc1ccc(C)c(OCCC(=O)OCC(=O)N2CCN(c3ccccc3)CC2)c1	1.6%	-4%	-10%	77%	14%
Cn1c(SCC(=O)Nc2ccc(N3CCOCC3)cc2)nnc1C1CC1	0.2%	/	0%	-15%	3%
COc1ccc(OC)c(CNc2ccc3c(c2)nc(C)n3C)c1	1.7%	-5%	-2%	-8%	1%
COc1nc(OC)nc(N2CCCCCC2)n1	0.7%	-5%	-5%	-9%	7%
Oc1ccc(C2Nc3cccc4cccc(c34)N2)cc1	4.2%	-10%	0%	32%	0%
COc1ccc(C(=O)N[C@H](C(=O)NCc2ccco2)C(C)C)cc1	0.3%	-1%	13%	8%	-1%
N#Cc1c(N)n(CCCN2CCOCC2)c2nc3ccccc3nc12	5.5%	-4%	2%	-15%	9%
Cc1ccc(NC(=O)CCC(=O)NNC(=O)COc2ccccc2)cc1C	1.8%	-4%	3%	/	30%
Cc1ccc(S(=O)(=O)N2CCNC(=O)C2)c(C)c1	0.2%	/	11%	/	/
Cc1cc(NC2CCCCC2)n2c(n1)nc1ccccc12	i	-10%	5%	?	0%
COc1ccc(CNC(=O)COc2cc(O)c3c(c2)OC(C)(C)CC3=O)c(OC)c1	5.4%	9%	-1%	25%	-3%
CSCCC(NC(=O)c1ccc(C(C)(C)C)cc1)C(=O)OCC(=O)N1CCCC1=O (centres undefined)	0.7%	/	-5%	-6%	1%
O=CN1CCN(c2c([N+](=O)[O-])c(=O)oc3ccccc23)CC1	i	-7%	-12%	1%	4%
Cc1cc(NC(=O)c2cccc(S(=O)(=O)Nc3cccc(C(=O)O)c3)c2)no1	i	2%	16%	-2%	-3%
Cc1ccc(NC2=C/C(=N\S(=O)(=O)c3cccs3)c3ccccc3C2=O)c(C)c1	i	4%	6.5µM*	?	?
O=C(NCCc1ccccc1)c1cc(S(=O)(=O)N2CCCC2)ccc1F	2.8%	-21%	-4%	2%	3%
CC1(c2nnc(-c3cccc(Cl)c3)o2)CC(c2ccc(C#N)cc2)=NO1 (centres undefined)	i	-25%	1%	56%	8%
CC(=O)Nc1ccc(S(=O)(=O)NCC(=O)NNC(=O)COc2c(C)cccc2C)cc1	1.2%	/	-14%	5%	3%
COCc1nnc(NC(=O)CCCOc2ccccc2OC)s1	1.9%	5%	2%	-6%	-11%
COc1ccc(C(=O)NCC(=O)N/N=C/c2ccco2)cc1OC	i	-6%	14%	/	8%
COc1ccc(C(=O)SC2=NCCS2)cc1OC	1.5%	4%	2%	7%	4%
CC1CC(=O)C2=C(C1)Nc1ccccc1N(C(=O)COc1ccccc1)C2c1ccco1 (centres undefined)	7.4%	1%	3%	28%	2%
CN1CCN(C(=O)CCC(=O)NCc2ccc(F)cc2)CC1	1.0%	-4%	-5%	-13%	-1%
CCCS(=O)(=O)N1CCCC(C(=O)Oc2ccccc2Cl)C1 (centres undefined)	3.2%	-4%	-9%	70%	-2%
COc1ccc(/C(C)=N/Nc2ccc(C(=O)O)cc2)cc1OC	0.6%	-8%	-6%	-10%	17%	inhibitors of VEEV 10K pilot screen=2.2
COc1ccc(C2CC(c3ccccc3)=NN2C(=O)CSc2ncccn2)cc1 (centres undefined)	9.3%	0%	3%	19%	3%
Cn1c(SCC(=O)NCc2cccs2)nnc1-c1ccco1	3.1%	-6%	3%	8%	3%
Cc1ccc(S(=O)(=O)N2CCN(C(=S)NCCc3ccccc3)CC2)cc1	0.2%	-3%	2%	-1%	-6%
Cc1cc(Nc2ccc3c(c2)OCCO3)n2ncnc2n1	i	-5%	2%	6%	17%
O=C(NCc1nnc(SCc2ccc(C(F)(F)F)cc2)n1-c1ccccc1)C12CC3CC(CC(C3)C1)C2	0.9%	-1%	-9%	40%	9%
CCCN(Cc1ccccc1)C(=S)Nc1ccc(F)cc1	0.2%	3%	3%	10%	-9%
COc1cc(-c2nc3ccc4ccccc4c3c3c2CCC3)ccc1O	5.9%	2%	-1%	36%	-4%
COc1ccc(-c2nc(CN3CCCCC3CCc3ccccn3)c(C)o2)cc1 (centres undefined)	2.3%	6%	4%	10%	-6%	inhibitors of VEEV 10K pilot screen=0.1

Some of these compounds in order of SMILES length, ascending.
SMILES	inhibitors of VEEV	Salmonella PhoP GFP	influenza NS1A	tuberculosis growth	M. tuberculosis HTS	others
Cc1cc(Nc2ccc3c(c2)OCCO3)n2ncnc2n1	i	-5%	2%	6%	17%
COc1cc(-c2nc3ccc4ccccc4c3c3c2CCC3)ccc1O	5.9%	2%	-1%	36%	-4%
O=C(NCCc1ccccc1)c1cc(S(=O)(=O)N2CCCC2)ccc1F	2.8%	-21%	-4%	2%	3%
COc1ccc(C2CC(c3ccccc3)=NN2C(=O)CSc2ncccn2)cc1 (centres undefined)	9.3%	0%	3%	19%	3%

Continuation:
SMILES	inhibitors of VEEV	Salmonella PhoP GFP	influenza NS1A	tuberculosis growth	M. tuberculosis HTS	others
COc1ccccc1NC(=O)C1CCN(C(=O)c2ccc(C(C)(C)C)cc2)CC1	4.2%	3%	-8%	2%	-1%
COc1ccc(CN2CCCC(CO)(Cc3ccc(F)cc3)C2)cc1C (centres undefined)	1.1%	-3%	0%	6%	-7%
CCOc1ccc(-n2c(=S)sc3c(=O)[nH]c(SCC(=O)C(C)(C)C)nc32)cc1	2.7%	-28%	4%	42%	17%
Cn1cnc([N+](=O)[O-])c1SCC(=O)NN	1.3%	4%	9%	14%	-8%
COc1cc(C2NC(=O)NC(c3ccccc3)=C2C(C)=O)ccc1OCC(=O)O (centres undefined)	1.9%	-5%	2%	-5%	-2%
OCCSc1nc2ccccc2n1CCOc1ccccc1	i	-11%	-2%	-2%	-1%
O=C(c1ccc(F)cc1F)N1CCN(c2ncccn2)CC1	2.3%	-7%	9%	10%	4%
CCC1CCCCN1C(=S)NC(=O)c1cccc([N+](=O)[O-])c1 (centres undefined)	1.4%	-5%	-6%	23%	59%
Cc1ccc(N=C(/N=C(\N)N[N+](=O)[O-])Nc2ccc(C)cc2)cc1	0.6%	5%	-6%	4%	-13%
O=C(O)C1C2C=CC(C3CC23)C1C(=O)N1CCc2ccccc21 (centres undefined)	6.2%	-5%	-22%	/	/
O=C(CN1CCN(c2ccc(F)cc2)CC1)Nc1cc(C(F)(F)F)ccc1Cl	i	6%	3%	8%	-6%
CCn1cc(C(=O)OCC(=O)NCc2ccc3c(c2)OCO3)c(=O)c2ccc(C)nc21	6.8%	4%	5%	40%	?
O=C(NC1CCCC1)C(c1ccccc1F)N(C(=O)c1csnn1)c1ccccc1 (centres undefined)	0.9%	/	-2%	/	/
CCCCCCn1c(SCC(=O)OC)nc2c1c(=O)[nH]c(=O)n2C	2.0%	3%	0%	?	-5%
CN(C(=O)c1ccc2c(c1)OCO2)C1(C)CCS(=O)(=O)C1 (centres undefined)	0.3%	5%	6%	-11%	4%
COc1cc(SC#N)ccc1N=Cc1c(C)[nH]n(-c2ccc(C)cc2)c1=O	i	-4%	-7%	53%	4%
O=C(CCN1CCN(c2ccccc2)CC1)Nc1ccc(OCc2ccccc2)cc1	2.2%	-1%	1%	-1%	18%	inhibitors of VEEV 10K pilot screen=0.5
O=C1OCC/C1=C\c1ccccc1O	i	1%	2%	9%	2%
CCCn1c(=O)c(C(=O)Nc2ncccc2O)c(O)c2ccccc21	1.0%	6%	18%	/	2%
CCC(=O)c1ccc(OCC(O)CN(C)C2CCCCC2)cc1 (centres undefined)	1.7%	-2%	-5%	-5%	-5%
COC(=O)/C(=C\c1ccc([N+](=O)[O-])cc1)NC(=O)c1ccccc1	i	/	0%	/	/
N#CC1=C(N)Oc2cc(O)c(Cl)cc2C1c1cccnc1 (centres undefined)	i	-3%	-19%	12%	2%
CCN(CC)C(=O)C1CCCN(Cc2nc(-c3cccs3)no2)C1 (centres undefined)	0.1%	8%	-3%	15%	3%
O=Cc1cn(CCC(=O)O)nc1-c1cccc(Br)c1	1.1%	4%	-2%	-9%	3%
COC(=O)C(=C/C(C)=C/c1cccs1)C(=O)OC	?	1%	1%	74%	56%
CCOCCn1ccc2c(OCC(=O)NCc3ccccc3)cccc2c1=O	4.2%	10%	-3%	-13%	0%
CCOc1cc(C(=S)N2CCCC2)ccc1O	i	-7%	-1%	14%	-2%

Reprinted at random: 3 entries already listed
SMILES	inhibitors of VEEV	Salmonella PhoP GFP	influenza NS1A	tuberculosis growth	M. tuberculosis HTS	others
CCN(CC)C(=O)C1CCCN(Cc2nc(-c3cccs3)no2)C1 (centres undefined)	0.1%	8%	-3%	15%	3%
CCOCCn1ccc2c(OCC(=O)NCc3ccccc3)cccc2c1=O	4.2%	10%	-3%	-13%	0%
CCOc1cc(C(=S)N2CCCC2)ccc1O	i	-7%	-1%	14%	-2%
